High-throughput results deposited in PubChem BioAssay by Sanford-Burnham Center for Chemical Genomics.
MIN6 prolif = inducers of MIN6 beta-cell proliferation, primary screen, ATP luminescence, uHTS; MIN6 cells proliferation, ATPlite luminescence, 48 h; cells starved in 0.2% serum; 100% = growth in 10% serum; proliferation, % at 10 µM; 0.29% of 330,000 active; AID 2380, 2010;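 active = compounds whose signal lies at least 3.5 SD above the mean of all wells on their plate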;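 also: 0% = DMSO-treated cells in low-serum medium and 100% = 10% serum control; some compounds called inactive have numbers as strong as hits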
HKDC1 inhibitor = HKDC1 hexokinase inhibitors, primary screen, biochemical, fluorescence, uHTS | inhibition, % at 20 µM | AID 493160, 2011 | recombinant HKDC1, G6PDH/diaphorase resazurin coupled fluorescence | 0.16% of 340,000 active;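 active = inhibition above about 35% when tested at 20 µM, limit read from the data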;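 also: plate controls were DMSO wells with enzyme for no effect and DMSO wells lacking enzyme for full effect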
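Assay system – recombinant HKDC1 (HK5) hexokinase enzyme, produced in-house · Input – HKDC1 at 5 µg/mL · Reagent – glucose plus 1 mM ATP as hexokinase substrates · Timing – 90 min reaction incubation at room temperature, dark · Measured by – G6PDH/diaphorase-coupled fluorescence, 1 mM NADP, 100 µM resazurin, 525/613 nm · Benchmarks – DMSO-enzyme wells negative, buffer-substituted wells positive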
SENP8 block-1 = SENP8 protease inhibitors, primary screen, biochemical, luminescence; purified SENP8, Z-RLRGG-aminoluciferin cleavage; 1.2% of 330,000 active; Sentrin-specific protease 8 (Homo sapiens), Q96LD8; AID 2540, 2010; inhibition, % at 10 µM; in the data active = inhibition above about 50%
PfGluPho inh = PfG6PD enzyme inhibitors, primary screen, biochemical, fluorescence intensity, uHTS. AID 504690, 2011. 0.78% of 350,000 active. inhibition, % at 20 µM. glucose-6-phosphate dehydrogenase-6-phosphogluconolactonase (Plasmodium falciparum 3D7). PfGluPho enzyme, NADPH resazurin-diaphorase fluorescence;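 active = inhibition reaching at least a set limit at 20 µM in the primary screen, cut at about 59% in these data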;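 also: 0% = DMSO wells with substrate and 100% = DMSO wells lacking glucose-6-phosphate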
SENP1 inh = human SENP1 catalytic domain inhibitors, primary screen, biochemical, FRET, uHTS; recombinant SENP1 catalytic domain, CyPet-SUMO1-YPet FRET cleavage; inhibition, % at 10 µM; 0.21% of 360,000 active; AID 624204, 2012;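 active = inhibition at least 30% at 10 µM, raw YFP signal under a set limit, fluorescence ratio 0.5 to 1.5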;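 also: 0% = enzyme with DMSO and 100% = no enzyme wells; some results filed as inactive read as strong as hits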
Target sequence (Q9P0U3 419-644 limits assumed): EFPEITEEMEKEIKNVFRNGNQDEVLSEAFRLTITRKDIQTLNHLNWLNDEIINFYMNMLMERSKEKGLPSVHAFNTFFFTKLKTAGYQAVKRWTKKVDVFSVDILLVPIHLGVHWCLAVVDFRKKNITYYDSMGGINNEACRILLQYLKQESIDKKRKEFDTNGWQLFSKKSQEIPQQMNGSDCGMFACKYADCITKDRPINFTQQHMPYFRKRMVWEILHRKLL
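Assay system: hSENP1 catalytic domain, recombinant. Amount: SENP1 enzyme, 20 pM final. Schedule: 50 min reaction, RT, dark. Technique: FRET, CFP and YFP emission. Control set: no-enzyme wells low, DMSO-plus-enzyme wells high control.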
UBC13 inh = UBC13 polyubiquitin chain formation inhibitors, primary screen, biochemical, TR-FRET, uHTS. Ubiquitin-conjugating enzyme E2 N (Homo sapiens), P61088. inhibition, % at 20 µM. 0.47% of 330,000 active. AID 485273, 2010; in the data active = inhibition above about 45%, passing the limit was not always enough
Target sequence (P61088 whole entry, looked up): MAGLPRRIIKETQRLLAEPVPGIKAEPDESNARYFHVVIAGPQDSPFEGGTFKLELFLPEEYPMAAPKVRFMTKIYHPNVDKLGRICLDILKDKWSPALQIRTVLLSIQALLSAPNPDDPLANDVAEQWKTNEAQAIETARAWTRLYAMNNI
SENP7 inh = SENP7 protease inhibitors, primary screen, biochemical, luminescence, uHTS. AID 434973, 2010. 1.5% of 330,000 active. inhibition, % at 5 µM. Sentrin-specific protease 7 (Homo sapiens), Q9BQF6. recombinant SENP7, Z-RLRGG-aminoluciferin luminescence, 40 min;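 active = inhibition above about 50% at the single test dose, limit read from the data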;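 also: plate controls were DMSO with enzyme for no effect and no enzyme buffer wells for full effect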
SENP8 block-2 = human SENP8 protease inhibitors, primary screen, biochemical, fluorescence, Nedd8 protein substrate, uHTS | recombinant SENP8 | inhibition, % at 20 µM | 0.64% of 360,000 active | AID 602440, 2012; in the data active = inhibition mostly above about 40%, no sharp cut-off; inactive = mostly below about 27%
SENP6 inh = SENP6 protease inhibitors, primary screen, biochemical, luminescence, uHTS; Recombinant SENP6 catalytic domain, aminoluciferin luminescence; inhibition, % at 10 µM; 1.8% of 330,000 active; AID 2599, 2010;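 active = inhibition above about 50% at the single tested dose, limit read from the data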;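 also: plate controls were DMSO wells with enzyme for no effect and DMSO wells lacking enzyme for full effect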
Target sequence (Q9GZR1 628-1112 limits assumed): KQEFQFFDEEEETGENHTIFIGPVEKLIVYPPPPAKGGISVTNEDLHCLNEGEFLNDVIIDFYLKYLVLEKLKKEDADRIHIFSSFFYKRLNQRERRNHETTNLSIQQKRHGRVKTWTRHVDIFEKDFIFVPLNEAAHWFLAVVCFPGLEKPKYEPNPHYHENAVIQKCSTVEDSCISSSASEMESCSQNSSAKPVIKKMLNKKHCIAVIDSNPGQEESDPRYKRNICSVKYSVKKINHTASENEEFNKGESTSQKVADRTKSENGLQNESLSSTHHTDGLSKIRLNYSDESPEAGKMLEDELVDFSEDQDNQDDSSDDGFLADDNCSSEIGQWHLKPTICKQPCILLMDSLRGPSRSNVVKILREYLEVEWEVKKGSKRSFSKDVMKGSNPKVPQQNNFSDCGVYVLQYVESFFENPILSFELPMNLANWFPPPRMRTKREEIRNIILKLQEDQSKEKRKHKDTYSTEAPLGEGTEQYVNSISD
Starred values were filed as active, the others as inactive; x = no result given; & = joins results of further samples.

Fields – MIN6 prolif, HKDC1 inhibitor, SENP8 block-1, PfGluPho inh, SENP1 inh, UBC13 inh, SENP7 inh, SENP8 block-2, SENP6 inh
> Cc1nc([N+](=O)[O-])cn1CC(=O)c1ccc(F)cc1
 : 3, -3, 3, 10, 3, 2, 2, 18, 7
> Cc1ccnc(NC(=O)CS(=O)(=O)Cc2ccccc2)c1
 : -1, -7, -2, -2, -1, -1, 9, -22, -6
> CCOC(=O)C1CCN(C(=O)CSc2nnc(-c3ccco3)n2-c2ccccc2)CC1
 : 0, -4, -6, 0, 2, -6, 8, 7, -3
> Cc1ccc(NC(=O)COC(=O)c2oc3ccccc3c2C)cc1S(=O)(=O)N1CCOCC1
 : -1, -4, 14, 8, -2, -5, -7, -8, 5
> Cc1cc(=O)oc2c3c(cc(OCC(=O)NCc4cccnc4)c12)OC(C)(C)CC3
 : 0, 9, -6, 16, 2, 17, 4, -210, -9
> CN(C)S(=O)(=O)c1ccc(N2CCCC2)c(C(=O)Nc2nc3ccc(F)cc3s2)c1
 : -4, 0, 3, 25, -24, 19, 7, -90, 1
> COc1ccc(NC(=O)CN(C)C2CCCCC2)c([N+](=O)[O-])c1
 : -2, 10, 2, -13, 3, 3, 0, 37, -1
> CN(Cc1cnn(C)c1)Cc1nc(COc2ccccc2)no1
 : -3, -9, -7, 2, -1, -2, -11, 7, 0
> Cc1nnc(SCC(=O)c2cc(C)n(C3CC3)c2C)s1
 : -3, -2, 1, 32, 1, 5, 0, 19, -7
> O=C(COc1ccccc1Br)NCc1ccco1
 : -2, -9, -4, -9, 3, 6, 7, 11, -14
> CN(C)CCCNc1nc(-c2ccc(Cl)cc2)nc2ccccc12
 : -5, -4, -8, 0, 1, 17, 10, -20, 6
> O=C(Nc1cnccn1)c1csc2ccccc12
 : 1, -4, -7, 28, 1, 8, 2, 13, 28
> CCCCNC(=O)N(CC)c1c(N)n(Cc2ccccc2)c(=O)[nH]c1=O
 : 1, 4, -1, 0, 0, 4, 1, 24, -4
> CC(Oc1ccc2oc(-c3ccccc3)c(C(=O)O)c2c1)C(=O)O (stereo not given)
 : -2, -4, -5, -38, -1, 13, 0, -271, 7
> C[n+]1cc(-c2ccccc2)n2c1CCCCC2
 : -1, -10, 0, 3, 4, 13, 4, 14, -5
> CCCC(=O)Nc1cc(Cl)ccc1N1CCN(C(=O)CC)CC1
 : -3, -3, -6, 2, 3, 0, 9, 5, -5
> CC(C)(C)OC(=O)NCCCCCNC(=O)c1nc[nH]c1C(=O)N1CCN(c2ccccc2)CC1
 : 6, 2, -8, 5, -4, -5, 5, 11, -5
> COC(=O)c1c(C)[nH]c(C(=O)OCC(=O)c2c(N)n(CC(C)C)c(=O)n(C)c2=O)c1C
 : 0, 0, 6, 3, -20, 13, -2, -21, -11
> Cc1cccn2cc(CNC(=O)C3CCCCC3)nc12
 : -2, -3, 2, -6, 1, 6, 5, -6, -17
> COC(=O)c1sccc1NC(=O)c1ccccc1Br
 : 1, 1, 5, -18, 0, 7, 0, 8, -13
> O=C(Nc1nnc(COc2ccc(Cl)cc2)s1)c1ccco1
 : 0, -13, -5, 66*, 2, 10, 6, 10, -2
> CSc1ccccc1OCc1cc(C(=O)N2CCN(Cc3nccn3C)CC2)no1
 : -2, -5, -3, -5, 1, -1, -5, -1, -3
> N=c1ncn(Cc2ccccc2)c2nc(SCCOc3ccccc3)[nH]c12
 : 4, -3, 6, 0, 3, 12, 1, 9, -2
> O=C(CN1CCN(c2ccccn2)CC1)Nc1cc(F)ccc1F
 : -1, -2, -2, 3, -1, -5, 0, 10, 5
> Cc1ccc(/C=C2\SC(=S)N(CCC(=O)NNS(=O)(=O)c3ccc(C)cc3)C2=O)cc1
 : x, -7, x, -5, 4, x, x, 22, x
> CCOc1ccc(OCC(=O)c2c(O)c3ccccc3oc2=O)cc1
 : -4, -4, -6, 50, 0, 1, -7, -63, 1
> Cc1sc(NC(=O)CN(CCc2ccccc2)C(=O)C2CC2)c(C(N)=O)c1C
 : 2, -13, 3, 8, 0, -4, 3, -4, 1
> CN(C)S(=O)(=O)c1cccc(NC(=O)c2cccc(N3C(=O)CCC3=O)c2)c1
 : 1, -5, 2, -6, -1, -2, -12, 0, 7
> CCn1c2ccccc2c2cc(NC(=O)COC(=O)c3cc(S(N)(=O)=O)c(Cl)cc3Cl)ccc21
 : -4, -4, -3, 15, 4, -14, 4, -63, -18
> CC(C)N1C(=O)CCC1C(=O)N1CCCc2ccccc21 (stereo not given)
 : 4, -4, -1, 0, 0, -5, -3, 41*, 1

Sorted by count of non-hydrogen atoms (lowest first): part of the list above
Fields – MIN6 prolif, HKDC1 inhibitor, SENP8 block-1, PfGluPho inh, SENP1 inh, UBC13 inh, SENP7 inh, SENP8 block-2, SENP6 inh
> Cc1nc([N+](=O)[O-])cn1CC(=O)c1ccc(F)cc1
 : 3, -3, 3, 10, 3, 2, 2, 18, 7
> CC(C)N1C(=O)CCC1C(=O)N1CCCc2ccccc21 (stereo not given)
 : 4, -4, -1, 0, 0, -5, -3, 41*, 1
> COc1ccc(NC(=O)CN(C)C2CCCCC2)c([N+](=O)[O-])c1
 : -2, 10, 2, -13, 3, 3, 0, 37, -1
> CCOc1ccc(OCC(=O)c2c(O)c3ccccc3oc2=O)cc1
 : -4, -4, -6, 50, 0, 1, -7, -63, 1
> Cc1cc(=O)oc2c3c(cc(OCC(=O)NCc4cccnc4)c12)OC(C)(C)CC3
 : 0, 9, -6, 16, 2, 17, 4, -210, -9
> COC(=O)c1c(C)[nH]c(C(=O)OCC(=O)c2c(N)n(CC(C)C)c(=O)n(C)c2=O)c1C
 : 0, 0, 6, 3, -20, 13, -2, -21, -11
> CCn1c2ccccc2c2cc(NC(=O)COC(=O)c3cc(S(N)(=O)=O)c(Cl)cc3Cl)ccc21
 : -4, -4, -3, 15, 4, -14, 4, -63, -18
> CC(C)(C)OC(=O)NCCCCCNC(=O)c1nc[nH]c1C(=O)N1CCN(c2ccccc2)CC1
 : 6, 2, -8, 5, -4, -5, 5, 11, -5

Next compounds
compound	MIN6 prolif	HKDC1 inhibitor	SENP8 block-1	PfGluPho inh	SENP1 inh	UBC13 inh	SENP7 inh	SENP8 block-2	SENP6 inh
COCCn1c(-c2ccccc2)nc(=S)c2c1CC(C)(C)OC2	-1	-4	-6	8	0	12	1	9	-3
CN=C(NC#N)NCCSCc1nc[nH]c1C	1	-10	-4	-2	1	-7	-6	-71	-8
O=C(c1ccco1)N1CCN(Cc2nc3cc(Cl)ccc3c(=O)[nH]2)CC1	-1	-2	-6	-2	-33	8	8	-5	3
O=C(COC(=O)c1ccccn1)c1ccc(Br)cc1	0	-9	-28	4	3	-7	12	18	6
CCOc1ccc(NC(=O)CSc2nc3ccccc3nc2N2CCCC2)cc1	-4	-1	3	17	-53	3	-4	-144	-4
CCc1ccccc1OCC(=O)Nc1ccc(N2CCCC2)cc1C	-7	-4	-4	35	-20	0	0	-119	-5
O=C(Nc1ccc(F)cc1)C(c1ccccc1)N1CCN(S(=O)(=O)c2ccc3ccccc3c2)CC1 (stereo not given)	-2	-3	6	-3	0	3	-1	7	-5
O=C(CCN1C(=O)C2C3CCC(C3)C2C1=O)OCC(=O)c1cccc([N+](=O)[O-])c1 (stereo not given)	0	-10	1	-19	3	2	4	5	7
Cc1ccc(C)c(NS(=O)(=O)c2ccc(NC(=O)CSc3ccc(Cl)cc3)cc2)c1	-4	-11	3	12	1	8	3	6	11
COc1ccc(N=C2SC(C(=O)Nc3ccc4c(c3)OCO4)CC(=O)N2C)cc1 (stereo not given)	-2	10&-1	-1	-2&9	0&-2	-16	3	10&5	-7
COc1ccc(-c2noc(-c3cc(C)cc(C)c3)n2)cc1OC	4	-5	-6	-6	-1	10	-5	-2	-30
COc1ccc(CC(=O)NNC(=O)c2ccco2)cc1	-2	2	-5	3	-2	-10	-7	10	-28
CC(=O)Nc1ccc(SC[C@H](Cc2ccccc2)N2CCN(CC(C)C)CCC2=O)cc1	0	-4	-2	-14	-5	11	1	9	-14
O=C(CNCc1ccccc1Cl)Nc1ccc2c(c1)OCCO2	-2	3	-11	-10	0	0	6	13	-20
O=C(N1CCN(Cc2ccc3c(c2)OCO3)CC1)C12CC3CC(CC(C3)C1)C2	-1	8	7	-4	x	2	6	x	6
CC1C(=O)N(Cc2ccccc2F)c2ccccc2N1C(=O)c1c(F)cccc1F (stereo not given)	1	-1	-6	8	1	3	-7	11	-12
COc1ccc(CN(C)C(=S)Nc2ccc(Cl)cc2Cl)cc1	-4	-3	-1	-6	0	-8	8	14	-17
CCOC(=O)N1CCC(N2CCN(Cc3ccccc3)C(CCO)C2)CC1 (stereo not given)	-3	-15	-2	-6	3	-1	5	12	7
